Growth percent in the NCI-60 one-dose screen (48 h, 10 µM unless noted): 100 = growth as untreated, 0 = no growth, -100 = all killed.
A498: A498 renal cancer cells; 76,000 tested, 5.4% active; AID 1794774
SK-OV-3: SK-OV-3 ovarian cancer cells; 80,000 tested, 3.2% active
ACHN: ACHN renal cancer; 81,000 tested, 4.9% active; AID 1794771
RXF 393: RXF 393 renal cancer cells; 77,000 tested, 6.9% active
OVCAR-8: OVCAR-8 ovarian cancer; 81,000 tested, 4.4% active; AID 1794782
OVCAR-3: OVCAR-3 ovarian cancer; AID 1794787; 79,000 tested, 7% active
OVCAR-4: OVCAR-4 ovarian cancer cells; 80,000 tested, 3.7% active; AID 1794784
IGROV1: IGROV1 ovarian cancer; AID 1794786; 79,000 tested, 4.7% active
OVCAR-5: OVCAR-5 ovarian cancer; 82,000 tested, 2.9% active; AID 1794783
* hit, by the source's call; . = not tested or not shown. The calls were made as follows: active = growth percent below 10; inactive = the rest. This is a random part of the collection; any-hit rate near 11%.

SMILES	A498	SK-OV-3	ACHN	RXF 393	OVCAR-8	OVCAR-3	OVCAR-4	IGROV1	OVCAR-5
CCCCCCCCOc1nc2c(c(=O)n(C)c(=O)n2C)n1C	81.7	97.0	105.6	.	97.9	.	108.7	100.9	106.9
Cc1cc(N(CCCNc2ccnc3cc(Cl)ccc23)Cc2ccccn2)nc(Cl)n1	90.8	87.8	95.6	82.5	85.0	98.7	81.3	82.3	82.2
O=C1CCCCC1(O)Cc1ccc2c(c1)OCO2 (centres undefined)	80.5	109.0	102.4	115.7	107.0	101.3	119.3	98.2	102.5
N=C(N)SCc1ccc([N+](=O)[O-])cc1[N+](=O)[O-]	101.2	95.9	55.3	40.6	85.5	45.7	54.1	53.7	130.9
CCOC(=O)c1ccc2c(c1)nc(NS(=O)(=O)c1ccc(Br)cc1)n2-c1cc(OC)c(OC)c(OC)c1	93.8	100.7	95.7	91.9	94.4	96.5	84.6	95.4	99.4
O=S(=O)(Nc1ccc(Cl)cc1NS(=O)(=O)c1ccccc1)c1ccccc1	101.5	99.7	96.5	119.2	104.1	102.2	101.5	92.2	107.3
COc1ccc2nc3c(cc2c1)C(=O)CC(C(F)(F)F)C3 (centres undefined)	-7.7*	56.8	49.2	-1.9*	40.0	5.3*	95.7	36.6	57.7
COc1cc(/C=N\NC(=O)/C=C/C=C/c2ccc3c(c2)OCO3)ccc1O	.	114.0	100.2	104.1	98.3	108.3	97.4	91.4	94.0
CCOC(=O)c1cnc2c(C)cc(C)cc2c1NCCCN(C)C	64.5	38.6	28.7	.	.	34.5	44.4	5.2*	38.6
COC(=O)CCN1CCN(c2cccc(Cl)c2)CC1	102.9	119.2	109.2	93.2	101.3	91.9	97.9	98.9	103.4
CCC(C)c1ccc(OCC(C)OC(=O)C(C)C)cc1 (centres undefined)	90.3	103.2	99.9	109.2	101.3	111.9	105.6	110.2	103.4
N#CC(C#N)=CNc1ccccc1C(=O)NCCCn1ccnc1	120.9	94.6	106.5	115.3	105.8	103.6	107.8	102.4	132.2
CCOc1ccc(NC(=O)CSc2oc(-c3ccccc3)nc2S(=O)(=O)c2ccc(C)cc2)cc1	86.2	83.3	58.9	62.1	40.2	56.8	51.1	95.0	100.8
COc1cccc(-c2nc3occn3c2-c2ccnc(NCCCNS(=O)(=O)c3ccc(C)cc3)n2)c1	.	91.1	89.7	98.0	86.1	98.2	88.5	79.5	117.2
CS(=O)(=O)Nc1ccc(C(=O)NC(C(=O)NO)c2ccc(C3CCCCC3)cc2)cc1 (centres undefined)	104.2	.	97.1	92.9	93.5	86.3	93.3	97.0	97.7
CCC(C)OC(=O)c1cc(-c2ccc(O)cc2)nc2ccccc12 (centres undefined)	66.1	67.2	62.5	69.8	69.5	86.6	73.6	59.3	90.0
O=S(=O)(Nc1ncccn1)c1ccc(Nc2nc(N3CCOCC3)c3ccccc3n2)cc1	.	89.2	94.2	97.9	104.5	103.8	100.8	104.5	101.9
COc1ccc(C2=NN(C(C)=O)C(c3ccc(Oc4ccc(Br)cc4)cc3)C2)cc1OC (centres undefined)	87.4	93.1	97.2	90.6	88.5	94.8	90.7	78.5	89.6
COc1ccc(-c2nc3sc(-c4ccccc4)c(-c4ccccc4)n3c2/C=C/c2ccc(F)cc2)cc1	108.3	91.1	78.9	89.4	85.0	94.1	83.2	115.0	88.2
N#Cc1c(N)nc2c(c(N)nn2-c2ccccc2)c1-c1ccccc1	98.5	102.8	103.1	105.2	100.3	106.2	104.2	107.9	101.5
Cc1cc(=O)[nH]n1-c1c(N)cc(Cl)cc1Cl	96.0	109.1	106.4	119.5	100.5	116.1	100.5	98.7	109.2
NCC1CC2CCC1C2 (centres undefined)	.	100.7	94.1	.	106.7	88.2	101.7	119.3	75.5
NS(=O)(=O)c1cccc(N2C(=O)c3ccc(C(=O)O)cc3C2=O)c1	90.6	110.3	110.1	111.1	107.6	102.7	105.5	107.0	104.9
O=C(Nc1ccc(OCc2cccc(F)c2)c(Cl)c1)c1cccnc1	80.6	98.3	76.5	92.0	88.9	85.0	65.2	91.6	95.8
N#Cc1c(-c2ccccc2)cc(-c2ccccc2)n(CCCCCC(=O)NO)c1=O	61.3	107.5	85.7	86.9	86.4	92.3	87.8	87.2	86.6

11 structures from above, ordered by formula weight, lowest first:
SMILES	A498	SK-OV-3	ACHN	RXF 393	OVCAR-8	OVCAR-3	OVCAR-4	IGROV1	OVCAR-5
O=C1CCCCC1(O)Cc1ccc2c(c1)OCO2 (centres undefined)	80.5	109.0	102.4	115.7	107.0	101.3	119.3	98.2	102.5
Cc1cc(=O)[nH]n1-c1c(N)cc(Cl)cc1Cl	96.0	109.1	106.4	119.5	100.5	116.1	100.5	98.7	109.2
COc1ccc2nc3c(cc2c1)C(=O)CC(C(F)(F)F)C3 (centres undefined)	-7.7*	56.8	49.2	-1.9*	40.0	5.3*	95.7	36.6	57.7
N#CC(C#N)=CNc1ccccc1C(=O)NCCCn1ccnc1	120.9	94.6	106.5	115.3	105.8	103.6	107.8	102.4	132.2
CCC(C)OC(=O)c1cc(-c2ccc(O)cc2)nc2ccccc12 (centres undefined)	66.1	67.2	62.5	69.8	69.5	86.6	73.6	59.3	90.0
N#Cc1c(N)nc2c(c(N)nn2-c2ccccc2)c1-c1ccccc1	98.5	102.8	103.1	105.2	100.3	106.2	104.2	107.9	101.5
CCOC(=O)c1cnc2c(C)cc(C)cc2c1NCCCN(C)C	64.5	38.6	28.7	.	.	34.5	44.4	5.2*	38.6
N#Cc1c(-c2ccccc2)cc(-c2ccccc2)n(CCCCCC(=O)NO)c1=O	61.3	107.5	85.7	86.9	86.4	92.3	87.8	87.2	86.6
CS(=O)(=O)Nc1ccc(C(=O)NC(C(=O)NO)c2ccc(C3CCCCC3)cc2)cc1 (centres undefined)	104.2	.	97.1	92.9	93.5	86.3	93.3	97.0	97.7
O=S(=O)(Nc1ncccn1)c1ccc(Nc2nc(N3CCOCC3)c3ccccc3n2)cc1	.	89.2	94.2	97.9	104.5	103.8	100.8	104.5	101.9
CCOc1ccc(NC(=O)CSc2oc(-c3ccccc3)nc2S(=O)(=O)c2ccc(C)cc2)cc1	86.2	83.3	58.9	62.1	40.2	56.8	51.1	95.0	100.8

Next part:
SMILES	A498	SK-OV-3	ACHN	RXF 393	OVCAR-8	OVCAR-3	OVCAR-4	IGROV1	OVCAR-5
CNC1(C)C2CCC(C2)C1(C)C (centres undefined)	106.7	101.3	100.4	124.2	101.7	117.2	103.2	98.5	104.6
CC1(C)C(=O)CC[C@]2(C)[C@H]3C(=O)C=C4[C@@H]5C[C@@](C)(C(=O)NCCNCCN)CC[C@]5(C)CC[C@@]4(C)[C@]3(C)CC[C@@H]12	100.6	104.0	104.2	102.8	99.6	103.8	105.2	96.4	108.2
C#CC(C)(C)OC(=O)Nc1ccccc1	126.3	122.8	107.8	.	110.8	102.8	110.4	.	101.1
Cc1ccc(S(=O)(=O)N(C)C)cc1N	114.6	104.1	110.1	104.4	101.5	118.7	108.5	99.5	108.5
C/C(Cc1ccc(Cl)cc1)=C(\c1ccc(OCCCN(C)C)cc1)c1ccc(OC(=O)c2ccccc2)cc1	87.7	89.9	105.6	104.5	104.8	96.7	106.5	95.7	88.6
C#CCNC(=O)c1ccc2ccc3ccc(C(=O)NCC#C)nc3c2n1	104.9	93.5	98.1	106.5	92.7	106.4	93.1	88.2	97.3
CCOC(=O)c1cc(-c2nc3ccccc3s2)c(=O)n(NS(=O)(=O)c2ccccc2)c1N	.	97.3	95.4	110.8	99.8	96.7	94.5	86.2	102.9
Cc1c(C(=O)C(SC(=S)N2CCCCC2)SC(=S)N2CCCCC2)nnn1-c1ccc([N+](=O)[O-])cc1	123.9	90.3	103.3	114.9	102.2	105.8	117.1	107.4	96.2
Cc1c(C(=O)NC(Cc2ccccc2)C(O)C(=O)NC(C)C)[nH]c2ccccc2c1=O (centres undefined)	108.7	109.1	104.1	110.5	99.9	106.0	101.1	109.2	100.3
COc1cc(C2SCC(=O)N2NC(=O)c2ccc(C)nc2)cc(OC)c1OC (centres undefined)	121.5	98.1	96.6	100.6	.	148.1	114.8	64.3	106.1
COc1ccc(S(=O)(=O)NC2c3ccccc3CC2O)cc1 (centres undefined)	73.5	113.2	106.9	107.5	110.3	109.2	105.5	103.4	98.4
Cc1ccc(O)c([N+](=O)[O-])c1	104.2	108.7	102.3	130.5	108.5	110.3	108.7	112.6	106.4
Nc1ncnc2c1ncn2-c1ccccc1Cl	.	102.0	98.8	115.9	96.1	105.4	81.2	88.5	93.3
O=C(O)c1cccc2c1-c1ccccc1C2=O	96.1	103.5	94.4	90.4	102.6	102.1	104.6	85.0	92.2
Clc1cc(Cl)cc(N2N=C(c3cccc(Nc4ccncc4)c3)CC2c2ccc3c(c2)OCO3)c1 (centres undefined)	96.6	74.1	-27.5*	.	-21.0*	52.3	14.9	2.9*	86.7
COc1ccc(-c2cc(-c3ccc(Br)cc3)nc3nc(NC(C)=O)nn23)cc1	110.9	105.2	96.0	98.3	99.5	135.1	106.9	103.8	131.2
O=[N+]([O-])c1cccc(/C=N\Nc2ccccc2)c1	101.4	95.8	41.9	101.1	63.8	73.1	.	60.1	74.7
N#Cc1c(-c2ccc(Cl)cc2)cc(-c2cc3ccccc3o2)nc1SCC(=O)c1ccc(Cl)cc1	111.2	103.4	86.9	116.3	104.3	103.6	104.4	71.5	88.4
CN(N=C(c1ccccc1)c1ccccc1)c1ccccc1	.	96.2	105.5	114.0	105.5	113.9	102.2	.	79.9
O=C1C(CCl)(CCl)CCC12CN=C(Cl)C2 (centres undefined)	90.8	107.8	99.7	103.1	94.1	116.8	98.3	104.6	100.8
O=C(Nc1n[nH]c(Nc2ccccc2)c1S(=O)(=O)c1ccccc1)c1ccccc1	115.7	122.1	94.9	105.3	98.1	111.1	103.2	123.4	112.0
COc1cc(C(C)O)ccc1OC(=O)c1ccccc1 (centres undefined)	101.4	104.4	103.0	110.1	120.3	103.5	112.9	100.9	104.2
CCOC(=O)/C(=N\O)C1=CSC2=NNC(C)(C)N12	76.2	97.3	98.0	99.2	101.1	98.4	.	.	94.5
C[C@@H]1CN(C(=S)Nc2ccccc2)[C@@H](C)CN1c1ccccn1	103.9	100.6	105.4	113.5	106.2	113.5	.	108.1	120.1
Cc1c(N)cc2c(c1N)C(C)(C)CC2(C)C	108.5	109.5	105.3	115.3	107.3	116.0	114.6	109.3	109.0
SMILES	A498	SK-OV-3	ACHN	RXF 393	OVCAR-8	OVCAR-3	OVCAR-4	IGROV1	OVCAR-5
C[C@]12C[C@H](O)[C@H]3[C@@H](CCC4=CC(=O)CC[C@@]43C)[C@@H]1CC[C@@H]2C(=O)CO	43.5	81.3	95.8	.	104.0	109.5	97.7	.	43.8
O=P(O)(c1ccccc1)c1ccccc1	80.0	103.0	110.5	98.7	101.4	107.9	115.4	108.1	109.6
CCSc1nnc(-c2ccc3ccccc3c2O)n1-c1ccccc1	72.8	71.3	49.3	88.5	35.4	62.7	46.2	52.9	87.0
Oc1cc(CNCc2ccccc2)c(O)cc1CNCc1ccccc1	83.6	99.1	94.8	115.5	98.8	73.4	103.3	110.8	94.2
Cc1nn(-c2ccccc2)c2c1C(c1cc3ccc(Cl)cc3[nH]c1=O)C1=C(CC(C)(C)CC1=O)N2 (centres undefined)	94.2	78.3	91.0	87.0	93.7	95.6	76.2	72.0	104.6
CCOC(=O)N(Cc1ccc(C(C)C)cc1)c1nc2ccc(OCC)cc2s1	77.2	108.7	103.6	100.9	101.5	101.1	93.8	102.6	95.8
CC1(c2cc3cc(Br)ccc3oc2=O)NC(=O)c2c(/C=C/C(=O)OC3CC4CCC3(C)C4(C)C)cccc2N1 (centres undefined)	142.3	86.4	76.6	75.2	89.0	83.1	75.4	92.6	92.6
CC(=O)Nc1ccc(-c2nc3cc(-c4ccc(O)cc4)ccc3n2C)cc1	72.4	94.5	50.3	66.7	54.8	49.0	54.5	34.8	74.2
CCCCC(=O)OCCOc1ccccc1	94.9	83.3	105.4	104.2	98.3	109.5	99.4	108.8	100.7
COc1ccc(-c2nsc3c2NC(=O)CC3c2cc3c(c(OC)c2OC)OCO3)cc1 (centres undefined)	60.9	101.1	72.7	73.4	91.5	57.7	68.1	54.2	111.3
CCn1c(=O)c2[nH]c(SC)nc2n(CC)c1=O	83.2	114.0	97.1	114.6	95.3	112.3	89.8	110.6	102.3
CSc1nc(=O)n(Cc2ccc(Cl)cc2)c(=O)n1Cc1ccc(C)cc1	98.3	103.5	99.2	110.4	90.6	96.3	95.4	107.0	99.1
O=C(c1cccc(F)c1)n1ccc2cc(NC(=S)NCCN3CCOCC3)ccc21	96.7	101.0	101.2	109.3	102.5	.	97.9	103.9	95.5
COc1nc(-c2cccnc2)nc2c1sc(=S)n2-c1ccccc1	90.6	83.6	72.6	60.3	67.9	84.4	83.6	76.0	103.6
CCNC(=O)Oc1ccc(/C(=C(/CC)Cc2ccccc2)c2ccc(OCCN3CCOCC3)cc2)cc1	76.9	75.5	59.8	42.7	57.8	50.8	45.9	59.4	94.8
CCC(C)CC(N)O (centres undefined)	109.0	110.7	106.2	91.8	106.8	109.9	108.6	118.3	99.9
COc1cc(C(C)(C)C)cc(OC)c1C(O)(c1c(OC)cc(C(C)(C)C)cc1OC)c1c(OC)cc(C(C)(C)C)cc1OC	-79.4*	-86.7*	-93.0*	-27.4*	-64.3*	-94.1*	-99.6*	2.8*	-100.0*
Cc1c(N=C2NC(=O)/C(=C/c3cn(-c4ccccc4)nc3-c3ccc([N+](=O)[O-])cc3)S2)c(=O)n(-c2ccccc2)n1C	119.6	101.3	91.3	16.9	96.5	110.8	109.7	106.0	110.8
CCC(C)(C)N	120.2	105.7	93.5	97.3	100.5	117.3	101.8	104.6	94.0
Nc1nc(Nc2cccc(Cl)c2)c2c(n1)-c1ccoc1CC2	91.9	89.3	91.9	91.9	90.5	99.3	90.0	92.0	91.9

Just ACHN, for two of the compounds above:
Molecule	ACHN
CSc1nc(=O)n(Cc2ccc(Cl)cc2)c(=O)n1Cc1ccc(C)cc1	99.2
O=C(c1cccc(F)c1)n1ccc2cc(NC(=S)NCCN3CCOCC3)ccc21	101.2

Screening results (PubChem)
